# IMPase inh: qHTS Assay for Identifying the Cell-Membrane Permeable IMPase Inhibitors. inhibition (IP1 accumulation), % at 46.1 µM. CHO-M1 cells, IP1 accumulation, HTRF TR-FRET ratio. AID 901, 2007. Inositol monophosphatase 1 (Rattus norvegicus), P97697. 120,000 tested, under 10 active; active = well fitted curve in the direction sought with a large enough effect in the signal ratio, not every such curve was filed as active; inconclusive = small, poorly fitted or top-dose-only effect, or a change in a side signal; inactive = no such curve, though single readings can be large or run the other way; the % refers to the signal ratio;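 note: cells stimulated with carbachol in lithium chloride buffer; plate controls were DMSO basal wells for no effect and reference inhibitor wells for full effect; higher means more IMPase inhibition seen as more IP1 and lower FRET ratio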
# Target sequence (P97697 whole entry, looked up): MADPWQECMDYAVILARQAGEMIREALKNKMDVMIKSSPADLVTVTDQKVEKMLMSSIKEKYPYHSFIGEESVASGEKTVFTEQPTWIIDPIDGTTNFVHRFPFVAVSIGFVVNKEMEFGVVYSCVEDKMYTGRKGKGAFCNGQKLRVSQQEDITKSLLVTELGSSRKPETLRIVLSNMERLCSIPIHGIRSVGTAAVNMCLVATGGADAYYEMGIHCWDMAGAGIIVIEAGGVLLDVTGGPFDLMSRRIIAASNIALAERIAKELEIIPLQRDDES
#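 The IP-One HTRF competitive assay in carbachol-stimulated CHO-M1 cells quantifies cellular IP1. Compounds spanned up to 46 uM final, and activity is expressed as AC50 from concentration-response fits of the ratio and donor data.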
# ALOX12 inhib: qHTS Assay for Inhibitors of 12-hLO (12-human lipoxygenase). Potency, µM (top dose mostly 57.1 µM), for inactives: at the highest dose activity change, negative = inhibition, actives largely listed as inhibitors. 150,000 compounds, 0.12% hits. purified 12-hLO, xylenol orange hydroperoxide absorbance. Polyunsaturated fatty acid lipoxygenase ALOX12 (Homo sapiens), P18054; note: potency is the fitted concentration of half-maximal effect; nearly all actives have a fitted effect of over 55% in size; many of its hits are not listed in these tables
# Target sequence (P18054 whole entry, looked up): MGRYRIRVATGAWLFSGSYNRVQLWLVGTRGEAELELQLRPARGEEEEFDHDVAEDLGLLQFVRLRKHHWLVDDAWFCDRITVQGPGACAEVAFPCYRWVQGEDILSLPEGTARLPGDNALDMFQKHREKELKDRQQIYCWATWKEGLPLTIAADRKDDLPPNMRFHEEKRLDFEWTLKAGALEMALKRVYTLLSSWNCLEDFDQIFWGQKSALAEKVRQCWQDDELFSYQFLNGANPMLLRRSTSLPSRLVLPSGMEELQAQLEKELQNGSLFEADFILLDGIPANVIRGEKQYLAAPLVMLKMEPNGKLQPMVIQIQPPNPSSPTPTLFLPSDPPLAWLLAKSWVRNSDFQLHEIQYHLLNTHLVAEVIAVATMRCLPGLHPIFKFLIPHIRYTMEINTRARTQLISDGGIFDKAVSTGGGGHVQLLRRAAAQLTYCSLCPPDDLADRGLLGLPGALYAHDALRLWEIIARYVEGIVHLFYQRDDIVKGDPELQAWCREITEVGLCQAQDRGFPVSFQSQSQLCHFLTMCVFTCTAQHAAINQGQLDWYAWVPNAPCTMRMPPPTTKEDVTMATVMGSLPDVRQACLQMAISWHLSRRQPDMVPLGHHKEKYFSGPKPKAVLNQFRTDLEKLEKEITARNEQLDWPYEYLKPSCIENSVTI
#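 Hydroperoxide formation by human 12-lipoxygenase from 40 uM arachidonic acid was followed colorimetrically via ferric-xylenol orange complex, using the 573/405 nm absorbance ratio. Enzyme concentration was 150 nM, with 30 min reaction at room temperature.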
# ALOX15B inhib: qHTS Assay for Inhibitors of 15-hLO-2 (15-human lipoxygenase 2); Polyunsaturated fatty acid lipoxygenase ALOX15B (Homo sapiens), O15296; purified 15hLO-2, xylenol orange hydroperoxide absorbance; Potency, µM (doses to about 57.1 µM), for inactives: at the top dose activity change, negative = inhibition, hits mostly inhibitors; 110,000 compounds, 0.56% hits; note: potency is the fitted concentration of half-maximal effect; nearly all actives have a fitted effect of over 60% in size; many of its hits are not listed in these tables
#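 Purified human 15hLO-2 (50 nM) preincubated 15 min with compound, then 45 uM arachidonic acid for 90 min at RT in 25 mM Hepes pH 7.5, 0.01% Triton X-100. Hydroperoxide detected by Fe-xylenol orange; 573/405 nm absorbance ratio.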
# PNC inhibitor: High Content Assay for Compounds that inhibit the Assembly of the Perinucleolar Compartment; PC3M PTB-GFP, PNC prevalence imaging, 16 h; stronger effect = lower value; activity change (PNC), negative = inhibition, % at 10 µM; 140,000 compounds, 3.1% hits; AID 2417, 2010;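 active = readout at or below -70, meaning at least 70% loss of cells showing the perinucleolar compartment, a nuclear body marking cancer cells; inconclusive = readout between -30 and a set limit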;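 note: plate controls were DMSO wells for no effect and camptothecin positive control wells for full effect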
#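 Compounds are pinned in duplicate onto adhered PC3M cells stably expressing GFP-tagged PTB and incubated 16 h at 37 C. Cells are then fixed, nuclei stained with Hoechst, and PNC-positive cells counted.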
# The depositor's hits bear a star; ? = inconclusive; / = no result given; & = joins results of further samples; [ ] = remark or other dose. Unless noted, calls come from the whole dose curve; as a rule, active = well fitted curve in the direction sought with a large enough effect; inconclusive = small, poorly fitted or top-dose-only effect, or another doubt; inactive = no such curve, though single readings can be large; an effect the other way counts as inactive or inconclusive. Unless noted, % is set by controls: 0 for no effect and ±100 for the full control effect.
SMILES,IMPase inh,ALOX12 inhib,ALOX15B inhib,PNC inhibitor
CC(=O)c1c(Nc2ccc3c(c2)OCCO3)oc(C)cc1=O,0.7,-17.8%,7.3%,7.5
CN1C(=O)c2ccccc2Sc2ccc(NC(=O)NC3CC3)cc21,-5.9,5.9%,-6.0%,46.9
COc1cc2c(cc1OC)CN(c1nc(CN3CCOCC3)nc3sc4c(c13)CCCC4)CC2,-5.8,-1.9%,/,-6.1
COc1ccc2oc(=O)c(C(=O)Nc3ccccc3-c3ccccc3)cc2c1,-6.4,-7.0%,2.3%,?
CCN(CC)C(=O)Cn1c(=O)n(-c2ccccc2)c(=O)c2c3c(sc21)CCC3,-4.1,-2.5%,-2.9%,14.1
COc1ccc(N2CCN(C(=O)Cc3cccs3)CC2)cc1,-2.0,-2.5%,-6.6%,-4.1
O=C(CN1CCN(c2ccccn2)CC1)N1c2ccccc2Sc2ccc(C(F)(F)F)cc21,23.9,?,8.0%,-113.7*
Cc1cccc(/C=N/n2c(C)cc(C)c(C#N)c2=O)c1,-2.5,-2.1%,/,0.9
Cc1cccc(OCC(O)Cn2c(=N)n(CCN3CCCCC3)c3ccccc32)c1 (stereo unspecified),3.1&1.3,-5.9%,66.7%[activator],21.0
C=CCSc1nnc(-c2cccnc2)o1,?,-0.2%,-4.4%,-1.3
CCOCCCn1c(=N)c(C(N)=S)cc2c(=O)n3cccc(C)c3nc21,-1.9,-7.2%,?,-1.1
CCOc1ccc(NC(=O)c2cc3cc4ccc(OC)cc4nc3o2)cc1,-9.1,5.8%,-6.0%,32.4
Cc1ccc(CN2CCN(CC3CC4C=CC3C4)CC2)cc1 (stereo unspecified),9.0,-10.7%,10.4%,?
COc1ccc(-c2cc(C(=O)NCc3ccc(Cl)cc3)no2)cc1OC,-3.3,-0.2%,-10.4%,?
COc1ccc(CC(=O)OCc2cc3ccc(C)cc3[nH]c2=O)cc1,-7.8,-8.5%,7.0%,15.5
O=C1CC(c2cccs2)CC2=C1C(c1ccccc1)n1ncnc1N2 (stereo unspecified),10.2,-9.9%,0.4%,26.6
CCOC(=O)C[n+]1c(C)sc2ccc(OC)cc21,5.6,-23.7%,?,-28.7
COc1ccccc1NC(=O)CN1CCN(CC(=O)Nc2ccc3c(c2)OCO3)CC1,9.4,-5.3%,-3.8%,16.9
Cc1ccc2c(c1)C=CC(C)(C)S2=O (stereo unspecified),/,-3.7%,/,23.0
Cc1ccc(-c2csc3nnc(SCc4csc(C)n4)n23)cc1,14.0,-5.3%,-11.3%,?
CC(=O)Nc1nc(C)nc(-c2ccccc2OC(C)=O)n1,8.0,-11.4%,-0.2%,48.8
N#Cc1c(-c2ccco2)cc(-c2ccccn2)nc1N,1.7,-2.3%,17.5%,-19.0
CCC(C)C(NC(=O)[C@@H](NC(=O)c1ccccc1F)C(C)C)C(=O)OC (stereo partly specified),6.5,-0.7%,4.2%,?
O=C(NCc1cccnc1)c1cccc(F)c1,7.1,6.0%,-5.6%,33.4
CC(C)NC(=O)N1CCN(c2ccncc2S(=O)(=O)N2CCOCC2)CC1,9.4,7.3%,-0.6%,-25.8
Cc1ccccc1NC(=O)C1(C)Cc2ccccc2C(=O)O1 (stereo unspecified),-6.9,2.4%,/,75.2
Cc1ccc(NC(=O)Cn2cnc3sc(C(=O)NCCN(C)C)c(C)c3c2=O)cc1Cl,-8.3,6.9%,/,-24.8
CCCCCCn1c(C)nc2c(c1=O)c1nc3ccccc3nc1n2/N=C/c1ccco1,-2.7,-8.1%,-22.8%,38.0
CCc1ccc(N2NC(=O)/C(=C/C=C/c3ccco3)C2=O)cc1,-11.5,-13.4%,/,-27.6
CN(CC(=O)NC1CCCCC1)S(=O)(=O)c1cccc2cccnc12,0.1,4.5%,3.1%,0.7
CCOCCCN(C(=O)Cn1nnc2ccccc21)C(C(=O)NCc1ccco1)c1ccncc1 (stereo unspecified),3.3,-5.6%,-6.5%,-3.2
CC(=O)NS(=O)(=O)c1ccc(NC(=O)CN2C(=O)C3C4C=CC(C4)C3C2=O)cc1 (stereo unspecified),/,-0.7%,/,?
C[n+]1ccccc1/C=N\O,9.7[20.6 µM],1.5%[25.6 µM],0.6%[25.6 µM],/
COc1ccc(S(=O)(=O)NC(C)(C)C)cc1-c1nnc2c3ccccc3c(C)nn12,7.1,4.0%,-3.8%,35.9
CCN1C(=O)N/C(=C/c2ccc(C)o2)C1=O,/,-4.1%,/,13.0
O=C(Nc1cccc(-c2nc3ncccc3o2)c1)c1ccco1,1.1,0.9%,6.0%,-8.7
COc1ccccc1N1C(=O)C2C3CC(c4ccccc4)C(C3)C2C1=O (stereo unspecified),/,-0.3%,/,13.5
CCN1C(=O)CC2(C[N+]3(C)CCC2CC3)C1=O (stereo unspecified),/,1.9%,/,13.9
C/C(Cl)=C/Cn1c(NCCCn2ccnc2)nc2c1c(=O)[nH]c(=O)n2C,4.8,0.3%,4.4%,48.0
COc1ccc(N(CC(=O)NCCSC2CCCCC2)S(C)(=O)=O)c(OC)c1,7.9,-5.3%,-28.4%,?
Cc1c(C(=O)NCCN2C(=O)S/C(=C\c3cccs3)C2=O)cccc1[N+](=O)[O-],6.9,2.1%,/,2.7
O=C(C1CCN(S(=O)(=O)c2cccc3nsnc23)CC1)N1CCCc2ccccc21,-1.7,-3.0%,-9.3%,37.3
O=[N+]([O-])c1ccc(N2CCN(CCO)CC2)c2ncccc12,/,-4.2%,/,145.5
COc1cccc(NS(=O)(=O)c2ccc(S(=O)(=O)N3CCOCC3)cc2)c1,5.7,-4.0%,0.3%,?
Cc1nnc2sc(-c3ccc(NC(=O)CSc4ccc(Cl)cc4)cc3)nn12,-2.9,1.2%,/,-19.8
CC1CC(C)CN(c2ncc3c(n2)CC(c2ccccc2Cl)CC3=O)C1 (stereo unspecified),0.3,-1.4%,0.9%,?
COc1ccc(Cn2nnnc2C(c2ccccc2)N2CCN(C3CCCC3)CC2)cc1 (stereo unspecified),1.3,-5.0%,49.7%[activator],?
CN(C)c1nc2n(c(=O)n1)CCO2,-1.1,-3.3%,-4.1%,17.8
O=C(N/N=C/c1cccn1-c1ccc([N+](=O)[O-])cc1)C(O)c1ccccc1 (stereo unspecified),4.1,3.3%,-16.5%,?
CC(C)N1C(=O)C2C(C(=O)NCc3ccccc3)C3C=CC2(O3)C1C(=O)NC(C)(C)C (stereo unspecified),0.4,5.3%,-9.9%,20.9
O=[N+]([O-])c1cccc2ccc(/C=C/c3cccc(Br)c3)nc12,7.2,-2.8%,/,16.5
CCCCc1nc(SCC(=O)Nc2ccc(S(N)(=O)=O)cc2)n[nH]1,-10.7,0.8%,-4.4%,10.4
C/C(=N/N1CCN(c2ccccn2)CC1)c1cccc([N+](=O)[O-])c1,/,-6.1%,/,14.5
CC1CCN(c2cc(N3CCOCC3)c([N+](=O)[O-])cc2F)CC1,-6.3,-10.6%,-9.3%,-26.6
NC1(C(=O)NC2(C(=O)O)CCCC2)CCCC1,/,-3.9%[11.4 µM],-2.9%[11.4 µM],/
CCOc1ccc(/C=N/NC(=O)c2cc(-c3ccco3)nc3ccccc23)cc1,/,-11.2%,/,20.7
C=CCN(CC(=O)NCC1CCCO1)C(=O)CCC(=O)Nc1cc(C)on1 (stereo unspecified),0.4,1.6%,3.2%,-12.6
COc1ccc(CCNC(=O)CCS(=O)(=O)c2ccc(C)cc2)cc1OC,-7.4,4.4%,-8.0%,15.8
CCCCC(CCC(=O)Nc1nccs1)C(=O)O (stereo unspecified),-4.0,-3.5%,-1.0%,?
CCCN(CCC)c1nc2ccccc2nc1C(C#N)C(=O)OCCOC (stereo unspecified),3.1,-10.7%,-13.7%,?

# Copied from the entries so far for reference:
SMILES,IMPase inh,ALOX12 inhib,ALOX15B inhib,PNC inhibitor
CC1CC(C)CN(c2ncc3c(n2)CC(c2ccccc2Cl)CC3=O)C1 (stereo unspecified),0.3,-1.4%,0.9%,?
COc1ccc(Cn2nnnc2C(c2ccccc2)N2CCN(C3CCCC3)CC2)cc1 (stereo unspecified),1.3,-5.0%,49.7%[activator],?

# The list goes on.
SMILES,IMPase inh,ALOX12 inhib,ALOX15B inhib,PNC inhibitor
CCCCCCCCCOC(=O)C[n+]1csc(CCO)c1C,7.4,4.3%,35.3%[activator],35.4
COCCn1c(=O)[nH]c(=O)c2c1nc(-c1ccc(-c3ccc(Cl)cc3[N+](=O)[O-])o1)n2Cc1ccccc1,/,-4.8%,/,?
CC(N=Cc1cccc(O)c1O)c1ccccc1 (stereo unspecified),20.4,?,?,-0.4
COc1ccc(C(C)N2CC34C=CC(O3)C(C(=O)OCC(C)C)C4C2=O)cc1 (stereo unspecified),1.9,-0.3%,/,-10.7
COc1ccc(CNC(=O)c2ccc(NC(=O)C3CCCO3)cc2)cc1 (stereo unspecified),-7.1,5.8%,2.5%,31.4
Cc1cc(=O)n2nc(N3CCCC(C(=O)N4CCOCC4)C3)sc2n1 (stereo unspecified),1.1,-0.1%,5.3%,-19.0
CCOC(=O)CC1=NC(=O)CS1,-5.9,-0.7%,-6.3%,-16.0
COc1cc(/C=N/Nc2nc(N3CCCC3)nc(N3CCCC3)n2)ccc1O,13.2,-6.2%,9.0%,?
Cc1ccc(NC(=O)CSc2nnc(COc3ccc(C#N)cc3)n2-c2ccccc2)cc1C,8.9,-5.5%,-8.4%,26.1
Cc1ccc(C(C)C)c(OCCNC(=S)Nc2cccc3ccccc23)c1,?,?,?,3.4
COC(=O)c1ccccc1NC(=O)c1cc(C2CC2)on1,-5.9,-3.8%,-0.4%,-15.9
COc1ccc(-c2noc(CCC(=O)NCCCN3CCC(Cc4ccccc4)CC3)n2)cc1,10.6,2.0%,12.4%[2.29 µM],4.2
Cc1ccc2c(c1)nnn2C1CCN(CC(=O)NCCc2nc3ccccc3[nH]2)CC1,-2.1,0.1%,13.6%,-13.0
CN1CCN(C(=S)NC(=O)c2ccc(C(C)(C)C)cc2)CC1,/,-0.5%,/,?
O=C(COC(=O)c1cccnc1Cl)c1ccccc1,7.3,-1.1%,-5.9%,33.8
COc1ccc(-c2ccc(-c3cc(=O)oc4cc(OC)c(OC)c(OC)c34)cc2)cc1F,/,3.6%[0.00818 µM],-5.0%[0.0915 µM],/
CC(CN1CCCCC1)OC(=O)c1ccc2c(c1)OCO2 (stereo unspecified),8.9,0.0%,10.1%,31.4
CC(c1ccccc1)n1cc(C(=O)NCc2ccccn2)nn1 (stereo unspecified),0.2,4.7%,7.6%,-5.2
CCCc1ccc(Oc2cc(Cl)nc(N)n2)cc1,/,1.8%,/,?
Cc1cccc(-c2noc(CCC(=O)NCc3ccco3)n2)c1,-1.8,-2.0%,1.3%,-25.0
COCCCNc1nc2c(c(=O)n(C)c(=O)n2C)n1Cc1cccc(OC)c1,2.9,2.7%,/,-29.3
CC(=O)Nc1c2c3c(cccc3n(C)c1=O)C(=O)c1ccccc1-2,7.8,1.9%,/,-16.7
OC1CCCN(Cc2cccc3ccccc23)C1 (stereo unspecified),13.5,-5.7%,0.1%,1.7
C#CCOCCOCCOCCNc1nc(N2CCOCC2)nc(N2CCN(C(=O)[C@H]([C@@H](C)O)n3cc(CCCCN)nn3)CC2)n1,/,0.3%,/,?
CNC(=S)N/N=C(\C)c1ccc2c(c1)OCCO2,/,?,/,18.0
CC(=O)c1sc(NC(=O)c2ccccc2F)nc1C,5.3,-1.0%,2.0%,-25.6
CS(=O)(=O)N1CCN(C(=O)c2ccncc2)CC1,1.2,-6.0%,16.6%,30.3
Cc1ccc(S(=O)(=O)N2CCN(C(=O)COC(=O)COc3ccccc3)CC2)cc1,5.0,-2.2%,3.3%,-15.4
CSCc1c(C(=O)NC2CCCc3ccccc32)oc2ccccc12 (stereo unspecified),6.9,-19.2%,-16.4%,-23.0
